# Screening data: PubChem BioAssay, National Center for Advancing Translational Sciences (NCATS)
# IL1B secr inh = inhibitors of inflammasome signaling (IL-1 beta secretion); THP-1 LPS/ATP IL-1B secretion, AlphaLISA, 16 h; active compounds read low; activity change, % at 57.5 µM; 360,000 tested, 4.7% active; in the data active = activity change below about -50%; inconclusive = mostly about -30% to -49%; also: % is scaled to controls: 0 for no effect and ±100 for the full control effect
#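 THP-1 cells pretreated 1 hr with compounds (up to 57.5 uM final), then stimulated with LPS (250 ng/mL final) plus ATP (1.25 mM final); secreted IL-1B measured by AlphaLISA after 16 hr, decreased signal indicating inhibition.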
# HT1080NT lethal = kills 2HG-producing HT-1080-NT fibrosarcoma cells | AID 686970 | HT-1080-NT fibrosarcoma viability, CellTiter-Glo ATP luminescence, 48 h | Potency, µM (series often up to 46.1 µM), for the others: top-dose activity, negative = less viability, actives largely listed as cytotoxic | 360,000 tested, 1.6% active;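 also: NT is the 2HG producing partner of a matched IDH1 knockdown line; potency is read from the fitted curve at half-maximal effect; 0% = DMSO-treated cells and -100% = media-only wells without cells; nearly all actives have a fitted effect of over 55% in size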
#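 Toxicity toward the 2HG-producing NT line was scored as %Activity, normalised to DMSO and no-cell wells, from CellTiter-Glo luminescence after 48 hours' treatment.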
# SW480 rereplic = induces DNA re-replication in SW480 colon adenocarcinoma cells; SW480 DNA re-replication, Hoechst DNA content imaging, 48 h; Potency, µM (titrated, usually from 46.1 µM), without a hit: at the top dose re-replication activation, most hits filed as activators; 340,000 tested, 1.8% active; also: potency is read from the fitted curve at half-maximal effect; % of control where 0% means no effect; nearly all actives have a fitted effect of over 55% in size
#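 Per well, 250 cells were exposed to pinned compound for 48 hr. Nuclear DNA was visualised with Hoechst (40 min, 37 C) and total object intensity recorded by fluorescence scanning.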
# ATXN2 expr inh = ATXN2 expression inhibition | HEK-293 ATXN2-luciferase reporter, luminescence, 24 h | Potency, µM (top dose mostly 57 µM), without a hit: at the top dose activity change, negative = inhibition, actives largely listed as inhibitors | 360,000 tested, 0.72% active | AID 1745845; also: potency is read from the fitted curve at half-maximal effect; % is scaled to controls: 0 for no effect and ±100 for the full control effect; nearly all actives have a fitted effect of over 55% in size
#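 ATXN2-luciferase reporter cells (luciferase flanked by upstream and downstream ATXN2 gene portions) were treated 24 h at 37 °C with compounds at up to 57 uM. SteadyGlo luminescence gave expression; GF-AFC fluorescence gave viability.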
# KB-3-1 tox = kills parental KB-3-1 adenocarcinoma cells | Potency, µM (top dose mostly 46.1 µM), for the others: at the top dose activity change, negative = cytotoxic, usual class: cytotoxic | 400,000 tested, 1.4% active | KB-3-1 viability, CellTiter-Glo ATP luminescence, 72 h | AID 1347075; also: potency is read from the fitted curve at half-maximal effect; % is scaled to controls: 0 for no effect and ±100 for the full control effect; nearly all actives have a fitted effect of over 60% in size
#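 Cytotoxicity in the drug-sensitive parental line KB-3-1 was scored as loss of CellTiter-Glo luminescence following 72 h incubation with compound. Values come from curve fitting of normalized concentration-response data.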
# MCF10A rereplic = DNA re-replication induction in MCF 10a cells; MCF 10A DNA re-replication, Hoechst nuclear intensity, 48 h; Potency, µM (series often up to 46.1 µM), for the others: top-dose activity, positive = re-replication, most hits filed as activators; 350,000 tested, 2.9% active; AID 624296; also: potency is read from the fitted curve at half-maximal effect; % of control where 0% means no effect; nearly all actives have a fitted effect of over 50% in size
# HT1080 IDH1KD tx = HT-1080 IDH1 knockdown cell toxicity (counter line); HT-1080 IDH1 knockdown viability, ATP luminescence, 48 h; Potency, µM (top dose mostly 46.1 µM), for inactives: at the top dose activity, negative = toxicity, hits mostly cytotoxic; 360,000 tested, 2% active; AID 686971;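 also: potency is read from the fitted curve at half-maximal effect; 0% = DMSO wells and -100% = cell-free medium wells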
#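 Assay cells: HT-1080 with IDH1 knockdown, 750 per well, RPMI/5% FBS. Exposure: 48 h at 37 °C following 2 h pre-incubation. Read: CellTiter-Glo luminescence; fitted concentration-response, curve class assigned.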
# KB-V1 MDR tox = KB-V1 MDR subline cytotoxicity; KB-V1 MDR cells viability, CellTiter-Glo, 72 h; Potency, µM (titrated, usually from 46.1 µM), without a hit: at the top dose activity change, negative = cytotoxicity, usual class: cytotoxic; 400,000 tested, 3.4% active; AID 1347076; also: potency is read from the fitted curve at half-maximal effect; % is scaled to controls: 0 for no effect and ±100 for the full control effect; nearly all actives have a fitted effect of over 60% in size
#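 In this primary screen, KB-V1 cells overexpressing P-gp are incubated with library compounds (lowest to highest concentration) for 72 h at 37 degrees C before a luminescent ATP viability read.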
# WRN inhibitor = blocks human WRN helicase | Potency, µM (series often up to 114 µM), inactives show at the highest dose activity change, negative = inhibition, most hits filed as inhibitors | 360,000 tested, 0.46% active | WRN helicase unwinding, fluorescent forked duplex, kinetic | Q14191 | AID 651768; also: potency is read from the fitted curve at half-maximal effect; % is scaled to controls: 0 for no effect and ±100 for the full control effect; nearly all actives have a fitted effect of over 55% in size
# Target sequence (Q14191 whole entry, looked up): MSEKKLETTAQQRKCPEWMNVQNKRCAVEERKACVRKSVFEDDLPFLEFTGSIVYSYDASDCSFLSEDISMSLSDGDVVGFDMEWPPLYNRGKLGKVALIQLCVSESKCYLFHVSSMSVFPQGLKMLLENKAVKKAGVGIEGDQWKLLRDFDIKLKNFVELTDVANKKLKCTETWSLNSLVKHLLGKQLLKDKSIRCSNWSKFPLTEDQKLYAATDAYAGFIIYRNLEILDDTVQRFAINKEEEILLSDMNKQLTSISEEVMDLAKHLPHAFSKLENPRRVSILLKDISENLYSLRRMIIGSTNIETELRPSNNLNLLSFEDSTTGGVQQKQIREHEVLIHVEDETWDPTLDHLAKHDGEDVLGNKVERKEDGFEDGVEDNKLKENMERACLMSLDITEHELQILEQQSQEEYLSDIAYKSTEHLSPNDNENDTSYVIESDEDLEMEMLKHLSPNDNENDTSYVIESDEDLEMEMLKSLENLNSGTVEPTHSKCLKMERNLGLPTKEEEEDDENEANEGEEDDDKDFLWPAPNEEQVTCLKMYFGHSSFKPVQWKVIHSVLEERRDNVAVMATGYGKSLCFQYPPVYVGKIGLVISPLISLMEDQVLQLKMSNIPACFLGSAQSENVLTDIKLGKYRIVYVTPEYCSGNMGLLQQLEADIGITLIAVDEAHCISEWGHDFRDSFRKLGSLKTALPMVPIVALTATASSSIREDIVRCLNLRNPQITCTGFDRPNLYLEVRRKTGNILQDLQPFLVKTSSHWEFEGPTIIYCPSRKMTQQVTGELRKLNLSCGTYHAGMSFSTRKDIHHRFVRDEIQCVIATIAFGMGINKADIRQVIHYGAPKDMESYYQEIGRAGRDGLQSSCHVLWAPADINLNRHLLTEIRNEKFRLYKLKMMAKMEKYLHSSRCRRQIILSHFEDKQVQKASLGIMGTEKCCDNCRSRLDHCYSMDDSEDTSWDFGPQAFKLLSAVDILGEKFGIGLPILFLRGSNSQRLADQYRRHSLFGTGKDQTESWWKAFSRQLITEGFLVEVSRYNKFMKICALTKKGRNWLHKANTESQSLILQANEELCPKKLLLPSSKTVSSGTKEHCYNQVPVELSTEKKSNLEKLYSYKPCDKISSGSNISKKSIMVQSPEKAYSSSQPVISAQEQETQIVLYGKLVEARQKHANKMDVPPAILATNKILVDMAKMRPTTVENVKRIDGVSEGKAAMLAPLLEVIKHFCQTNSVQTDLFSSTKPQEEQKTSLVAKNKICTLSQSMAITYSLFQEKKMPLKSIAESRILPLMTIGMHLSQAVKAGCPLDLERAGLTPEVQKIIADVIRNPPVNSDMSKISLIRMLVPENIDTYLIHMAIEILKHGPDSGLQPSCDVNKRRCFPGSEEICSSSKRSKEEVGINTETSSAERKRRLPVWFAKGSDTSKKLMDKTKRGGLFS
#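 Kinetic red-fluorescence monitoring (525/598 nm) tracks WRN helicase activity after 100 nM fluorophore-quencher forked duplex and 2 mM ATP are added to 20 nM enzyme pretreated 15 min at room temperature with compound.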
# The depositor's hits bear a star; ? = inconclusive; nt = no result given; & = joins results of further samples; [ ] = dose if it differs, or a comment. Unless noted, calls follow the shape of the dose curve; as a rule, active = well fitted curve in the direction sought with a large enough effect; inconclusive = small, poorly fitted or top-dose-only effect, or another doubt; inactive = no such curve, though single readings can be large; an effect the other way counts as inactive or inconclusive.
# Sequence of screens: IL1B secr inh	HT1080NT lethal	SW480 rereplic	ATXN2 expr inh	KB-3-1 tox	MCF10A rereplic	HT1080 IDH1KD tx	KB-V1 MDR tox	WRN inhibitor
O=[N+]([O-])c1ccc2c(c1)C(N1CCOCC1)/C(=C/COc1ccc3ccccc3c1Br)O2 (stereo not given)
 : ?	-15%	12%	-22%	-16%	21%	-10%	0%	-2%
Cc1ccc(C)c(Cn2nnc3c(=O)[nH]c(C4CCN(S(=O)(=O)c5ccc(S(=O)(=O)N(C)C)cc5)CC4)nc32)c1
 : ?	-11%	14%	24%	22%	4%	0%	14%	-36%
CCOC(=O)c1c(C)n(OC)c2ccc3c(no[n+]3[O-])c12
 : -3	3%	-7%	-7%	0%	-3%	-2%	9%	-2%
CSc1cc(-c2ccc(Cl)cc2)c(C(=O)N2CCCC2)s1
 : -15	-2%	4%	6%	0%	4%	-2%	?	-5%
Cc1cc(Cl)c(S(=O)(=O)N2CCN(c3ccccc3)CC2)cc1OCC(N)=O
 : 12	-11%	2%[9.22 µM]	-11%	2%	5%	-24%	?	-6%
COc1ccc(CSCC(=O)NN=C2CCN(C)CC2)cc1
 : -1	-1%	-16%	10%	7%	-1%	-1%	16%	3%
CCN(CCCCCCN)c1ccc2c(=O)[nH][nH]c(=O)c2c1
 : 0	-1%	2%	-15%	7%	?	6%	17%	0%[11.6 µM]
O=C(O)C(=O)/C(=C\c1ccc([N+](=O)[O-])cc1)c1ccc2ccccc2n1
 : 0	17%	-1%	nt	-18%	?	9%	-2%	-2%
O=C(NCCCN1CCCCC1)c1ccc2c(c1)ncn2C1CCCC1
 : -1	8%	-10%	3%	17%	-1%	-4%	?	1%
COc1ccc(-c2nc(CS(=O)CC(=O)NCc3ccc4c(c3)OCO4)c(C)o2)cc1OC (stereo not given)
 : ?	-1%	6%	6%	?	7%	4%	11%	-1%
Nc1ncnc2c1cnn2-c1ccccc1
 : 12	-2%	-15%	29%	-4%	5%	5%	?	-3%
Cc1nn(CC(=O)Nc2ccc(Cl)c(S(=O)(=O)N(C)C)c2)c(C)c1[N+](=O)[O-]
 : 13	2%	2%	5%	-16%	?	3%	21µM*	-5%
CCCCCCCCNS(=O)(=O)CCNCc1ccccc1
 : ?	-5%	3%	-9%	-5%	-2%	-3%	5%	-14%
COc1ccc2oc(C(=O)OCC(=O)N3CC(C)OC(C)C3)c(C)c2c1 (stereo not given)
 : -9	-4%	13%	15%	-12%	-2%	-4%	-12%	5%
O=C1C(Cl)=C(N2CCOCC2)C(=O)N1c1ccccc1F
 : 18	2%	1%	7%	16%	10%	1%	0%	15%
CCCCN(CC)CCNC(=O)c1nn(-c2ccc(OC)cc2)c(=O)c2c1c1ccccc1n2C
 : 14	-4%	8%	-8%[11.3 µM]	0%&-1%	-9%	-12%	?	-31%[57.1 µM]
COc1ccc2c(C)cc(SCC(=O)Nc3cc(C(N)=O)cc(C(N)=O)c3)nc2c1
 : -1	2%	113%	?	-7%	?	-27%	14%	-6%[11.6 µM]
COc1ccc(-c2[nH]c(-c3ccccc3)nc2SCC(=O)Nc2nccs2)cc1
 : -14	-7%	?	-16%	-2%	1%	-7%	0%	-6%
Cn1nc(C(=O)NCCCN2CCCCC2)c2c1-c1ccccc1SC2
 : -9	-2%	-27%	nt	2%	3%	4%	-1%	-6%
COc1ccc(CC(=O)N/N=C(\C)CC(=O)Nc2ccc(N(C)C)cc2)cc1OC
 : 6	6%	-22%	-3%	1%	-28%	8%	9%	12%
O=c1c(-n2cncn2)c[nH]n1-c1cccc(Cl)n1
 : -5	26%	-18%	23%	3%	-13%	6%	1%	6%
Cc1cc([N+](=O)[O-])nn1Cn1nc([N+](=O)[O-])cc1C
 : 27	-1%	10%	nt	3%	0%	-1%	0%	-3%
O=C(Nc1ccc(S(=O)(=O)N2CCCCC2)cc1)C1CCCN(C(=O)c2ccc(Cl)cc2)C1 (stereo not given)
 : 2	-8%	-1%	-20%	9.2µM*	29%	-10%	-2%	-4%
Cc1[nH]nc2c1C(c1cccc(O)c1)C1=C(CC(C)(C)CC1=O)N2 (stereo not given)
 : 44	-6%	1%	?	?	0%	-10%	0%	-7%
CCn1c(SCc2cc(=O)[nH]c3ccccc23)nc2c1c(=O)n(C)c(=O)n2C
 : 9	1%	-13%	-3%	1%	4%	0%	16µM*	-13%
CC(C)c1ccccc1OCC(=O)Nc1ccccc1C(=O)N1CCOCC1
 : -11	14%	0%	3%	14%	-2%	18%	?	-6%
COc1ccc(CCN(C)C2CCCN(S(C)(=O)=O)C2)cc1OC (stereo not given)
 : 6	1%	-1%	nt	-15%	-2%	-3%	6%	-9%
COc1cccc(-c2ccc(NC(=O)C3CCCN(Cc4cnn(C)c4)C3)cc2)c1 (stereo not given)
 : 20	?	23%	-22%	-9%	6%	16µM*	15%	2%[57.1 µM]
Cc1nn(-c2ccccn2)c(C)c1Oc1ccccc1O
 : 33	-26%	14%	17%	8%	?	-14%	4%	-4%
CN(C)S(=O)(=O)c1ccc(C(=O)NCC[N+]2(C)CCCCCC2)o1
 : -9	2%	-4%	nt	4%	-1%	7%	15%	0%
CCOC(=O)N1CCC(NC(=O)c2ccc3c(c2)N(C)C(=O)/C(=C/c2cccc(OC)c2)S3)CC1
 : 1	-1%	2%	-21%	-4%	?	-1%	3%	-3%
COc1ccc(CCNC(=O)CCc2ccc(S(=O)(=O)NCC(C)C)cc2)cc1OC
 : 16	-2%	1%	2%[11.3 µM]	-1%	-4%	-4%	-7%	-1%
O=C(O)c1[nH]c2ccccc2c1NS(=O)(=O)Cc1ccccc1
 : -2	-3%	-7%	23%	-2%	1%	-3%	2%	-26%
O=C(Nc1ccc(N2CCOCC2)cc1)c1cc2c(s1)CCCC2
 : -79*	-11%	17%	-9%	-16%	?	?	0%	2%
COc1ccc(C(=O)NCc2n[nH]c(=S)n2-c2ccccc2)cc1OC
 : -1	-1%	-4%	1%	2%	?	-3%	0%	-4%
COc1ccc(C(=O)NCC(=O)OCc2ccc(Cl)cc2Cl)cc1OC
 : -11	7%	-2%	-5%	9%	3%	20%	-17%	-1%
Cc1ccn2cc(CNS(=O)(=O)c3cccs3)nc2c1
 : -10	-5%	6%	41%[activator]	13%	3%	8%	0%	10%
Cc1ccc(C(=O)OCC(=O)N2CCC(C)CC2)cc1S(=O)(=O)N1CCOCC1
 : 5	-1%	nt	nt	-2%	nt	1%	-20%	10%
CC(=O)c1cccc(N(CC(=O)Nc2cc(C)cc(C)c2)S(C)(=O)=O)c1
 : -1	-3%	1%	-15%	-8%	1%	-18%	-4%	3%[57.1 µM]
O=C(O)/C=C/C(=O)NCc1ccccc1
 : 12	7%	-3%	-6%	-5%	0%	2%	0%	-25%[57.1 µM]
Cc1ccc(NS(=O)(=O)c2ccc(Br)s2)nc1
 : 9	4%	-13%	0%	19%	-13%	-2%	0%	1%
Fc1ccc(CSc2nc3ncc(Br)cc3[nH]2)cc1
 : 7	5%	3%	23%	0%	6%	8%	0%	-11%
CC(C)CC(=O)NC(=S)NNC(=O)c1ccc([N+](=O)[O-])cc1
 : 33	-19%	26%	?	?	24%	-23%	-7%	0%
CC(=O)Nc1ccc(-c2cc(NC(C)=O)n(-c3ccccc3)n2)cc1
 : 4	2%	3%	9%	1%	7%	9%	?	3%
CC1ON=C(c2ccc(F)cc2)NC1=O (stereo not given)
 : 5	27%	nt	18%	0%	nt	22%	-2%	3%[57.1 µM]
CCN(Cc1ccccc1)C(=O)CS(=O)(=O)c1ccccc1
 : -6	12%	-6%	8%	-3%	1%	5%	-2%	-1%
CC1(C)CC(=O)N(CC(=O)NC2CCCC2)c2ccccc2S1(=O)=O
 : -9	0%	-1%	-5%	4%	-2%	3%	0%	-1%
O=C(CSc1nnnn1C1CCCCC1)NCCc1ccccc1
 : 13	0%	-7%	38%	-1%	-7%	?	1%	4%
CCCc1c(C(=O)N/N=C/c2sccc2C)nnn1-c1nonc1N
 : 6	12%	-4%	7%	-8%	?	19%	0%	-1%
CC(=O)Nc1ccc(S(=O)(=O)Nc2ccc(-n3cnnn3)cc2)cc1
 : -5	3%	-10%	nt	1%	2%	-2%	25%	-1%
Cc1nnc(SCc2nnc(-c3ccccc3Br)o2)n1-c1ccccc1
 : 2	-3%	-4%	3%	-2%	2%	-8%	?	-7%
Cc1c(C(=O)NC2CC2)oc2ccccc12
 : -20	1%	-5%	nt	0%	-7%	14%	?	1%
C[C@H]1COC(=O)[C@H](NC(=O)OCC2c3ccccc3-c3ccccc32)C/C=C\C[C@H](CC(=O)N(CCO)Cc2ccccc2)C(=O)N1
 : 7	-11%	?	-24%	0%	?	-12%	-3%	4%
Cc1ccsc1/C=N/NC(=O)C1CC(=O)N(c2ccccc2)C1 (stereo not given)
 : 0	10%	-127%[inhibitor]	5%	-14%	1%	14%	?	-5%
CCCCN(C)Cc1c(C)[nH]c2ccc(C)cc2c1=O
 : -2	2%	-19%	nt	1%	1%	4%	14%	3%
CCC(=O)c1cc(F)ccc1OCC(=O)N1CCN(c2ccc(F)cc2)CC1
 : 5	-27%	-2%	-22%	-17%	15%	-9%	-16%	1%
CCC(CO)Oc1cc(NCc2ccc(C(=O)O)cc2)c2ncn(C(C)C)c2c1 (stereo not given)
 : 11	-3%	?	-13%	-20%	?	0%	10%	8%
C=CC[n+]1c(/C=C2\C=Cc3cc(C)ccc3N2CC)ccc2ccccc21
 : -88*	?	-161%[inhibitor]	nt	?	0%	13µM*	?	50µM*
COc1ccc(Cl)cc1NC(=S)NC1CCCC1
 : 0	5%	18%	nt	?	-1%	10%	10%	1%
